From PubChem
UBC13 polyUb: human UBC13 polyubiquitination inhibition; P61088; UBC13 polyubiquitin chain formation, TR-FRET; inhibition, % at 20 µM; 330,000 compounds, 0.47% hits; in the data active = inhibition above about 45%, passing the limit was not always enough
Target sequence (P61088 whole entry, looked up): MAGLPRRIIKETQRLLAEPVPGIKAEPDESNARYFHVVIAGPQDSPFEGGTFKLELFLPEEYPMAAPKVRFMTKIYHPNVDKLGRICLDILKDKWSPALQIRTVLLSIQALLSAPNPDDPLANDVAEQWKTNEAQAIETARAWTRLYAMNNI
EBI2 antag: blocks human EBI2 receptor beta-arrestin signaling | 360,000 compounds, 0.81% hits | EBI2 beta-arrestin recruitment, luminescence, 7a,25-OHC stimulated | inhibition, % at 5 µM; in the data active = inhibition above about 38%;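 also: enzyme fragment complementation signal reports receptor beta-arrestin coupling in cells; 0% = agonist plus DMSO wells and 100% = wells without agonist; some results beyond the cut were filed as inactive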
Jurkat NFkB inh: lowers PMA/ionomycin-induced NF-kB signal in Jurkat cells | inhibition, % at 4 µM | 330,000 compounds, 0.53% hits | PMA/ionomycin-induced NF-kB luciferase reporter, luminescence | AID 435003
SENP8 inh: SENP8 protease inhibition | purified SENP8, Z-RLRGG-aminoluciferin cleavage, luminescence | inhibition, % at 10 µM | 330,000 compounds, 1.2% hits
Target sequence (Q96LD8 whole entry, looked up): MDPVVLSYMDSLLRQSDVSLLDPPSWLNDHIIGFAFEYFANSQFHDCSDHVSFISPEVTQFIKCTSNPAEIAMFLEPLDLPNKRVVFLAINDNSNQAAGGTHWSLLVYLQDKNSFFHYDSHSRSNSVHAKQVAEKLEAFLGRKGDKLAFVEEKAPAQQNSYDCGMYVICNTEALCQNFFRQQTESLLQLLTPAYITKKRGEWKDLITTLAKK
Apaf-1 inh: human Apaf-1 inhibition. O14727. reconstituted apoptosome caspase-3 activity, DEVD-Rh110 fluorescence. inhibition, % at 20 µM. 330,000 compounds, 0.71% hits; active = inhibition of at least 40% at 20 µM;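 also: plate controls were DMSO wells for no effect and DEVD-CHO caspase inhibitor wells for full effect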
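Material: reconstituted apoptosome with Apaf-1, cytochrome c, caspase-9, procaspase-3, dATP. Technique: Rh110 fluorescence intensity. Buffer or medium: pH 7.5 Hepes buffer with CHAPS, BSA, DTT. Times: 30 min plus 50 min, RT.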
CCR6 antagonist: blocks CCL20-driven beta-arrestin recruitment at human CCR6; P51684; 340,000 compounds, 0.49% hits; inhibition, % at 20 µM; CHO-K1 CCR6 PathHunter beta-arrestin, luminescence, CCL20-stimulated;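 active = compounds whose inhibition of the agonist-driven luminescence signal at 20 µM reaches about 50%, limit read from the data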;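 also: cells stimulated with CCL20 at 14 nM final; plate controls were DMSO with CCL20 for no effect and DMSO without agonist for full effect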
Target sequence (P51684 whole entry, looked up): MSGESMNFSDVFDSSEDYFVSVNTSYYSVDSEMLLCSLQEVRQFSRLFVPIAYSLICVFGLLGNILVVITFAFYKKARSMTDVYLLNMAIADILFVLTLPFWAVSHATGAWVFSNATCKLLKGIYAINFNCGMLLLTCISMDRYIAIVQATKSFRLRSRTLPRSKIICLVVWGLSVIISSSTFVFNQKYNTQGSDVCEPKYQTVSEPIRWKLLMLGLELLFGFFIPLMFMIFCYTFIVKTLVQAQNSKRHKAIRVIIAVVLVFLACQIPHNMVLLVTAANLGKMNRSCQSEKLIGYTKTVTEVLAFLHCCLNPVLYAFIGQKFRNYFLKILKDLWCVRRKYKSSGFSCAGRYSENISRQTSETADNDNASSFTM
697 NFkB inh: inhibitors of the PMA/ionomycin-induced NF-kB reporter in 697 B cells; 697 B-cell NF-kB luciferase reporter, 16 h; inhibition, % at 4 µM; 330,000 compounds, 0.33% hits; in the data active = inhibition above about 35%
Gli-Sufu block: blocks Gli-Sufu signaling in a luciferase reporter. Sufu-KO-LIGHT fibroblasts, Gli luciferase reporter luminescence. inhibition, % at 5 µM. 340,000 compounds, 0.74% hits. AID 588413;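 active = inhibition above about 55%, limit read from the data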;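 also: 0% = DMSO-treated cells and 100% = wells with medium but no cells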
Active calls of the source: *; · = no result given; & = joins results of further samples. Rule as the data show it, unless noted: active = inhibition above about 50%; inactive = the rest.

SMILES	UBC13 polyUb	EBI2 antag	Jurkat NFkB inh	SENP8 inh	Apaf-1 inh	CCR6 antagonist	697 NFkB inh	Gli-Sufu block
O=C(COc1cccc2c1CCNC2=O)Nc1cccc(F)c1	8	5	-17	-16	6	2	13	-9
Cc1ccc(C2Nc3ccccc3NC3=C2C(=O)CC(C)(C)C3)c(O)c1 (stereo not given)	-3	-8	-7	-4	4	6	-1	-1
N#C/C(=C\c1ccccc1)C(=O)Nc1cc(S(=O)(=O)N2CCOCC2)ccc1N1CCCC1	-1	75*	3	1	6	20	-15	21
COc1c(Br)cc([N+](=O)[O-])c(OC)c1C(=O)NC(=O)Nc1c(Cl)cccc1Cl	-6	-7	11	-8	8	-4	18	4
CC(=O)c1ccc(N2CCN(C(=O)c3noc4c3CSc3ccccc3-4)CC2)cc1	-6	1	7	-4	3	-13	-22	7
CCCOC(=O)C1=C(C)NC2=C(C(=O)CCC2)C1c1cccs1 (stereo not given)	-17	2	0	-8	14	2	0	5
COc1ccccc1NC(=O)c1cc([N+](=O)[O-])ccc1N1CCOCC1	20	5	16	-4	0	-1	14	13
CC1CCC(=O)N(CCC#N)CC1 (stereo not given)	-6	-12	-1	-13	6	4	4	-2
COc1ccc(CN2C(=O)CN=C2Nc2cccc(C)c2C)cc1	-1	1	1	2	-1	-5	2	5
CC(=C\c1ccco1)/C=C(\C#N)C(=O)NCCc1c[nH]c2ccccc12	0	23	14	4	6	12	3	-8

Copied from the list:
Under SENP8 inh, `COc1ccccc1NC(=O)c1cc([N+](=O)[O-])ccc1N1CCOCC1` has -4
Under EBI2 antag, `CC(=O)c1ccc(N2CCN(C(=O)c3noc4c3CSc3ccccc3-4)CC2)cc1` has 1
Under CCR6 antagonist, `O=C(COc1cccc2c1CCNC2=O)Nc1cccc(F)c1` has 2
Under EBI2 antag, `CC(=C\c1ccco1)/C=C(\C#N)C(=O)NCCc1c[nH]c2ccccc12` has 23

Next part.
SMILES	UBC13 polyUb	EBI2 antag	Jurkat NFkB inh	SENP8 inh	Apaf-1 inh	CCR6 antagonist	697 NFkB inh	Gli-Sufu block
Cc1cccc(C)c1NC(=O)C(=O)c1cn(C)c2ccccc12	12	11	5	9	-6	4	-1	-4
C=CCNC(=S)N1CCC(C(=O)c2ccc(OC)cc2)CC1	6	10	8	4	-4	-1	13	3
C=CCNC(=O)CN1CCN(C(c2ccccc2)c2ccccc2)CC1	1	-19	-7	2	1	7	-1	8
CCOc1ccc(-c2nc(CSCC(=O)NCC3CCCO3)c(C)o2)cc1 (stereo not given)	3	3	9	10	2	14	88*	89*
O=C(O)c1cc(NC(=O)c2ccccc2F)cc(NC(=O)c2ccccc2F)c1	-9	3	2	14	11	14	1	-3
COCCCNC(=O)c1c(-c2ccccc2)noc1C	13	2	-8	-4	-2	6	26	30
Fc1cccc(/C=C2\CCCC3=C2NC(=S)NC3c2cccc(F)c2)c1 (stereo not given)	5	15	-6	4	11	15	1	13
COc1ccccc1CNC(=O)/C=C/c1ccc(S(=O)(=O)NCc2ccco2)cc1	-4	8	15	0	-5	6	17	2
Cc1ccc(Nc2nc(Cl)nc(NC(C)(C)C)n2)cc1	-3	-1	-61	-11	20	-11	-56	-29
CCCCn1c(N)c(N(C)C(=O)c2ccc(OCC3CCCO3)cc2)c(=O)[nH]c1=O (stereo not given)	4	2	18	-3	-3	12	7	-8
CC(=O)Nc1ccc(NC(=O)CCS(=O)(=O)c2ccc3c(c2)oc(=O)n3C)cc1	2	-4	-3	-1	-6	2	8	20
COc1ccc(NC(=O)CSc2nnc(Cc3ccccc3)c(=O)n2N)c(OC)c1	-3	6	2	-17	7	8	-11	7
COc1ccc(Cl)cc1NC(=O)CSc1nc(C)cc(C)n1	34	14	-8	0	10	16	-8	4
CC(C)n1nc(C(=O)Nc2ccc(-n3cnnn3)cc2)c2ccccc2c1=O	18	2	16	-8	0	-4	25	-5
COc1ccc(C(=O)C2CCCN(C(=O)c3cccnc3OC)C2)cc1F (stereo not given)	5	8	-4	2	-3	7	3	3
COc1cccc(NC(=O)c2ccccc2-c2nc(-c3ccccc3)no2)c1	-4	15	-4	-5	8	4	-10	5
Cc1cc2occ(CC(=O)NNC(=O)c3ccccc3)c2cc1C	-9	-7	-5	0	7	15	-25	22
COC(=O)c1oc2ccc(Br)cc2c1NC(=O)CN1CCN(C)CC1	8	1	3	3	-2	8	15	0
O=C(Nc1cccc(F)c1)N1CCCC(CNS(=O)(=O)Cc2ccccc2)C1 (stereo not given)	-10	14	0	-11	5	9	14	-1
CCc1ccc(OCC(=O)N/N=C(\C)c2ccc(-n3ccnc3)cc2)cc1	-3	-4	-37	-9	3	-4	-11	-15
O=C(COCc1ccccc1)N[C@@H]1c2ccccc2CC[C@@H]1OCc1ccccc1	·	3	·	·	24	19	-3	-15
CCCCn1c(N)c(N(CCOC)C(=O)COC(=O)COc2c(C)cc(C)cc2C)c(=O)[nH]c1=O	-4	-4	26	-3	-1	-1	19	-12
Cn1c(CCNC(=O)c2ccccc2)nc2ccccc21	5	0	6	4	-14	6	0	-4
CN1CCN(Cc2cccc(Oc3ccccc3)c2)CC1	-1	4	-14	-3	-29	-15	-15	6
O=C(CSc1nc2ccccc2c(=O)n1-c1ccccc1)NCC1CCCO1 (stereo not given)	4	7	0	-2	-2	2	3	-4
CC(C)CCNC(=O)NC(=O)COC(=O)C1CCN(S(=O)(=O)c2ccccc2F)CC1	0	-7	-10	0	17	5	7	-8
C/C=C/C=C/C(=O)N1CC2(CC(c3cccc(NC(=O)/C=C/C)c3)=NO2)C[C@@H]1C(N)=O (stereo not given in full)	-16	-25	-8	2	-13	1	6	-6
CN1CCN(CCCNC(=O)CCc2nnc3n(Cc4ccccc4Cl)c(=O)c4ccccc4n23)CC1	-6	5	-17	-15	6	2	-5	22
O=C(NNC(=S)Nc1ccc(Cl)cc1Cl)c1cccnc1	-2	-8	-5	-11	-11	26	10	-12
N#C/C(=C\c1ccncc1)c1ccc(NC(N)=O)cc1	-1	-5	3	-5	4	-2	8	-4
COc1ccc(CCNC(=O)CCCn2nc(C)n3ccnc3c2=O)cc1OC	-1	-6	-12	7	4	-2	-2	1
COc1ccc(CN2CCCC(C(=O)N3CCCCC3)C2)cc1 (stereo not given)	-3	-2	-25	-10	2	2	-11	1
CCCCNC(=O)N1CCCN(c2ccc(C#N)cn2)CC1	2	-4	9	2	-5	5	4	1
COCCCNC(=S)NC(=O)c1ccccc1	0	-12	-12	-11	12	2	-62	-17
CC(C)(C)c1ccc(/C=C2\Oc3c(ccc(O)c3CN3CCN(CCO)CC3)C2=O)cc1	15	1	12	1	-1	0	7	12
O=C(Cn1c(=O)oc2cc(S(=O)(=O)N3CCCCCC3)ccc21)NC1CCCCCCC1	-18	-1	23	4	6	4	4	1
Cc1ccc(O)c(NC(=O)c2ccc3c(c2)C(=O)N(Cc2ccco2)C3=O)c1	-22	2	2	0	-5	5	-5	-21
COc1ccc(CNC(=O)CC2(CC(=O)O)CCCCC2)cc1	-1	3	-9	0	1	11	7	31
CN(Cc1ccccc1)C(=O)C1CCC(CNS(=O)(=O)c2cccc3cccnc23)CC1 (stereo not given)	-6	6	-3	-3	3	23	-10	-10
Cc1nc2c(-c3ccc(Cl)cc3)cnn2c2c1CCC2	18	27	-47	-14	0	1	-22	-36
C[N+](C)(CCCCCC[N+](C)(C)CCCN1C(=O)c2cccc3cccc(c23)C1=O)CCCN1C(=O)c2cccc3cccc(c23)C1=O	14	-3	4	-1	12	-8	21	0
NS(=O)(=O)c1ccc(Nc2nc(-c3ccccc3)cs2)cc1	9	3	-34	-16	11	-10	-17	-38
Cc1nc2ccccn2c1C(=O)NNC(=S)Nc1ccccc1	-9	1	-11	24	-8	39	-2	9
CCN1CCN(c2nc3c(C)cccn3c(=O)c2/C=C(\C#N)S(=O)(=O)c2ccc(Cl)cc2)CC1	9	9	1	5	10	13	4	1
CNC(=O)Oc1ccc2c(c1)[C@]1(C)CCN(C)C1N2C (stereo not given in full)	0&-18	-10	2&2	13&-10	-8&12	6	10&0	-27
COc1ccc(-n2c(-c3ccco3)nc3c(cnn3-c3ccccc3C)c2=O)cc1	-13	-17	-6	-8	-3	9	-17	3
CCOc1ccc(-n2c(Cc3cc(=O)[nH]c(=O)[nH]3)nnc2SCc2cccnc2)cc1	2	-2	3	-1	-1	·	-12	·
C=CCOC(=O)C1=C(C)NC(SCC(N)=O)=C(C#N)C1c1ccc(C)cc1 (stereo not given)	8	4	-1	-10	-9	19	-6	5
CC(C)(Oc1ccc(Cl)cc1)C(=O)Nc1ccc2oc(=O)ccc2c1	8	18	23	-6	7	8	15	3
Cc1ccc(/C=c2/sc3nnc(-c4ccccc4Cl)n3c2=O)o1	-5	-10	8	-4	11	10	4	-14

Random excerpt: 2 compounds from above.
SMILES	UBC13 polyUb	EBI2 antag	Jurkat NFkB inh	SENP8 inh	Apaf-1 inh	CCR6 antagonist	697 NFkB inh	Gli-Sufu block
NS(=O)(=O)c1ccc(Nc2nc(-c3ccccc3)cs2)cc1	9	3	-34	-16	11	-10	-17	-38
Cc1nc2ccccn2c1C(=O)NNC(=S)Nc1ccccc1	-9	1	-11	24	-8	39	-2	9

Continuation:
SMILES	UBC13 polyUb	EBI2 antag	Jurkat NFkB inh	SENP8 inh	Apaf-1 inh	CCR6 antagonist	697 NFkB inh	Gli-Sufu block
O=C(NNc1c2ccccc2nc2ccccc12)c1ccc(Cl)cc1	-120	37	-17	-4	15	35	-2	10
O=C(CCNC(=O)c1ccc(Cl)cc1)NCc1ccccc1Cl	-6	-6	-13	-3	5	6	5	-1
COc1ccc(C(=O)N/C(=C/c2cccs2)C(=O)NN)cc1OC	-4	4	-11	3	-29	-5	-11	-4
O=C(COC(=O)Cn1nnc2ccccc21)NC1CCCC1	0	-7	6	1	-6	1	20	-9
COc1ccc(CN2CCN(C(=O)c3cccc4ccccc34)CC2)c(OC)c1OC	-5	2	-21	-7	11	1	-10	11
CCOc1ccc(N(CC(=O)OC)S(=O)(=O)c2ccc(OC)c(OC)c2)cc1	-2	-6	-28	-6	8	-2	-26	4
CCc1ccccc1NC(=O)c1ccc(S(=O)(=O)NCC2CCCO2)cc1 (stereo not given)	8	-5	-2	7	-1	7	12	26
Cc1occc1-c1nnc(SCC(=O)NCC2CCCO2)n1C (stereo not given)	4	-9	2	-10	-4	3	16	-5
O=C(NCc1ccc(OC(F)(F)F)cc1)C1CC(c2ccc(C(F)(F)F)cc2)=NO1 (stereo not given)	-11	-3	7	-6	4	3	4	-3
COc1ccccc1NC(=O)c1cnc(SCC(=O)NCCc2ccccc2)n(C)c1=O	21	14	11	22	-2	15	4	12
O=c1c2ccccc2ncn1CCOCCOc1cccc(Br)c1	-6	-6	-9	10	15	-2	2	7
Cn1c(Cc2ccccc2)nnc1SCC(=O)c1ccc(Br)s1	2	6	2	2	11	-2	5	-2
CCCCCC(=O)Nc1ccc(C(=O)CN2C(=O)NC3(CCCCCC3)C2=O)cc1	6	5	-12	1	14	8	-35	0
CC(C)(C)CC(=O)NCCCN1CCOCC1	-5	-9	-15	1	7	-1	-2	-2
Cc1cc(C)c(S(=O)(=O)c2cccc(Cl)c2)c(=O)[nH]1	3	9	9	2	-6	-9	10	-3
CCOC(=O)C1=C(C)N=c2s/c(=C/c3ccc(OCC(=O)O)cc3)c(=O)n2C1c1ccc(F)cc1 (stereo not given)	-32	13	-2	-19	20	11	16	7
CSc1ccc(-c2nc(O)c3cnccn23)cc1	-39	-10	-4	-1	0	-13	-6	-5
CC(OC(=O)/C=C/c1ccccc1)C(=O)NC1CCCCC1C (stereo not given)	8	32	-2	4	-4	5	6	1
COc1cc(C(=O)NCc2cn3ccsc3n2)cc(OC)c1OC	-3	15	-4	-4	1	4	-3	-12
CCCN(CCC)CCN1C(=O)C2C(C(=O)Nc3ccc(C)cc3)C3C=CC2(O3)C1C(=O)NC1CCCCC1 (stereo not given)	-1	9	-2	-6	11	-1	-9	16
COc1ccc(OC)c(N)c1	-19	-8	8	13	15	3	7	-5

Structures listed so far printed as active in 697 NFkB inh.
| canonical_smiles | UBC13 polyUb | EBI2 antag | Jurkat NFkB inh | SENP8 inh | CCR6 antagonist | 697 NFkB inh |
| --- | --- | --- | --- | --- | --- | --- |
| CCOc1ccc(-c2nc(CSCC(=O)NCC3CCCO3)c(C)o2)cc1 (stereo not given) | 3 | 3 | 9 | 10 | 14 | 88* |

Some of the compounds tested; the hit share may differ from the screen's.
